# Compound activity as filed in PubChem BioAssay.
# USP2a inh = qHTS Assay for Inhibitors of Ubiquitin-specific Protease USP2a Using CHOP2 as the Reporter. USP2 core, Ub-CHOP2 coupled fluorogenic reporter, 485/531. Potency, µM (series often up to 38.3 µM), without a hit: at the top dose activity change, negative = inhibition, hits mostly inhibitors. hit rate 0.01% among 330,000. AID 463254, 2010;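 further: potency means the concentration at half of the fitted maximal effect; plate controls were DMSO wells for no effect and full inhibition by NEM control for full effect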
#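 Deubiquitinase activity read as fluorescence (485/531 nm) after Ub-CHOP2 cleavage activates the enterokinase reporter on its substrate; USP2 core 10nM, Ub-CHOP2 and substrate 25nM each, 30min compound preincubation then 60min RT; data normalized to NEM, curves fitted.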
# hERG WT inh = qHTS for Inhibitors of KCHN2 3.1: Wildtype qHTS; activity change, % at 1.84 µM; hit rate 0.37% among 340,000; U2OS, BacMam KCNH2, thallium flux FluxOr; stronger effect = lower value; Voltage-gated inwardly rectifying potassium channel KCNH2 (Homo sapiens), Q12809; AID 720551, 2013;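 active means maximum activity change below -70%; inconclusive means maximum activity change between -70% and -50%; inactive means maximum activity change above -50%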; further: on the % scale 0 is the no-effect control and ±100 the full control effect
# Target sequence (Q12809 whole entry, looked up): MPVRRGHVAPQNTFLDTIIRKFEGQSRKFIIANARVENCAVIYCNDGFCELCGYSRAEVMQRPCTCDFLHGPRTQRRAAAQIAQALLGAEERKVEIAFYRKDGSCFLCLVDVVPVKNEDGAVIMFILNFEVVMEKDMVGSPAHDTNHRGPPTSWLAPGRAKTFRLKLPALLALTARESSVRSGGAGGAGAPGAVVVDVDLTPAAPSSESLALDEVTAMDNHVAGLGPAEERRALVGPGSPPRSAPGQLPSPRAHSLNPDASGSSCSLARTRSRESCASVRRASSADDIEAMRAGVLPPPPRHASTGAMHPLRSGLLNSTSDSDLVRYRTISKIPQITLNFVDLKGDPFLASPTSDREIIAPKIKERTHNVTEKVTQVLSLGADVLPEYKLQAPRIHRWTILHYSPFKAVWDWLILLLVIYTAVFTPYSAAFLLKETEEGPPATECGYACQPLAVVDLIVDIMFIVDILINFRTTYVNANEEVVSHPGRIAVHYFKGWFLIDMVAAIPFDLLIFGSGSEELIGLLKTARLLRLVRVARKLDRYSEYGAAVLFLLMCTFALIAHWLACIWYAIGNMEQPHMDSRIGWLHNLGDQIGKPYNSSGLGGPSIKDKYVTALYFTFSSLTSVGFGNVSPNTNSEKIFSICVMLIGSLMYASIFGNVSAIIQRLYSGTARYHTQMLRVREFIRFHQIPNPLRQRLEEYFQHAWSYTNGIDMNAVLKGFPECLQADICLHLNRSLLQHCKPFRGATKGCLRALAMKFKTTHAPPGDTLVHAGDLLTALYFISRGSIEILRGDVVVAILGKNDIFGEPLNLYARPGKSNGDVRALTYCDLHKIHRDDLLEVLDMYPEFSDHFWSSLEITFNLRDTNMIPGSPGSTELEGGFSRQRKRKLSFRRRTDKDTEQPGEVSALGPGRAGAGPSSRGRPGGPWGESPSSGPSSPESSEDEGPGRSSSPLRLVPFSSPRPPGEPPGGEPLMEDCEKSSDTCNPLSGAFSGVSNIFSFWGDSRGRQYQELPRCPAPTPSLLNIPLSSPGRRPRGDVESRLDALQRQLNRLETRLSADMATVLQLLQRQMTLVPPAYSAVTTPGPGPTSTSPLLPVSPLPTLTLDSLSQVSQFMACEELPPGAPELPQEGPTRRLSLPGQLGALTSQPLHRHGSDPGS
#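 U2OS cells were transduced with wild-type KCNH2 virus (2.03 x 10^8 / mL) for 4 h at room temperature, then cultured overnight at 37 C. Thallium flux was read with FluxOr dye. Rate constants were normalized to DMSO controls.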
# MLL CXXC-DNA inh = qHTS Fluorescence Polarization Assay for Inhibitors of MLL CXXC domain - DNA interaction | Histone-lysine N-methyltransferase 2A (Homo sapiens), Q03164 | MLL-CXXC / FITC-HOXA9 DNA fluorescence polarization | Potency, µM (highest dose often 115 µM), for the others: top-dose activity change, negative = inhibition, actives largely listed as inhibitors | hit rate 0.037% among 290,000 | AID 2662, 2010; active means well fitted inhibition curve with a large enough effect in the polarisation, with a control signal flat, not every such curve was filed as active; inconclusive means small, poorly fitted or top-dose-only effect, or effect the other way, or a change in a side signal; inactive means no such curve, though single readings can be large or run the other way; the % refers to the polarisation; further: potency means the concentration at half of the fitted maximal effect
#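 Fluorescence polarization: 7 uM MLL-CXXC (stock) preincubated 5 min with compounds, then 50 nM fluorescein-HOX-A9 DNA (stock) added; 30 min ambient. Buffer 50 mM Tris-HCl pH 7.5, 50 mM NaCl, 1 mM DTT, 0.05% BSA.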
# TRPV1 ag = HTS Assay for Compounds that Act as Agonists of the Vanilloid Receptor 1. TRPV1-expressing cells, Fluo-8 calcium influx, agonist mode. activation, % at 8.33 µM. hit rate 0.19% among 320,000; in the data active means activation above about 80%; inconclusive means between about 30% and that limit; further: 0% is about no effect
#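 TRPV1-expressing cells were cultured overnight at 35.5C and loaded with Fluo-8 calcium dye for 40 to 90 min at room temperature. After a 10 s baseline, compound was added and calcium influx was read kinetically for 3 min (ex 480/em 520 nm).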
# Coupling enz = qHTS Assay for Inhibitors of Fructose-1,6-bisphosphate Aldolase from Giardia Lamblia: Coupling assay counterscreen; hit rate 0.67% among 290,000; activity change, negative = inhibition, % at 58.2 µM, hits read low; coupling enzyme system counterscreen, AmpLite Red fluorescence; AID 2472, 2010; in the data active means activity change below about -30%; further: on the % scale 0 is the no-effect control and ±100 the full control effect
#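 Fluorescence at 525 nm excitation and 598 nm emission measured inhibition of the coupled detection system without aldolase. Compounds (at 57.5 uM final) were preincubated 10 min at room temperature with coupling enzyme reagent before a 20 min substrate/AmpLite Red step.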
# GALK inh = qHTS Assay for Inhibitors of Human Galactokinase (GALK) | Purified GALK, Kinase-Glo residual ATP luminescence | Potency, µM (titrated, usually from 57.5 µM), without a hit: top-dose activity change, negative = inhibition, hits mostly inhibitors | hit rate 0.007% among 270,000 | P51570; further: potency means the concentration at half of the fitted maximal effect; on the % scale 0 is the no-effect control and ±100 the full control effect
#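 Quantitative HTS: GALK 5 nM, ATP 35 uM, galactose 100 uM, 1 h room temperature, then luciferase-based ATP detection.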
# Giardia killer = Small Molecules that selectively kill Giardia lamblia: qHTS | Giardia lamblia trophozoite viability | activity change, % at 7.66 µM, hits read low | hit rate 0.15% among 340,000; in the data active means activity change below about -80%; inconclusive means between about -30% and that limit;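 further: parasites exposed to compound for two days anaerobically before the ATP read; on the % scale 0 is the no-effect control and ±100 the full control effect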
#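 ATP-content bioluminescence gauges trophozoite survival. Cells (100/well) receive compound and incubate anaerobically for 48 hrs at 37 deg C; detection reagent follows for 15-30 min at room temperature.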
# B2AR arrestin = qHTS assay of beta-arrestin-biased ligands of beta2-adrenergic receptor | Beta-2 adrenergic receptor (Homo sapiens), P07550 | beta-arrestin recruitment to beta2AR, cell-based reporter | Potency, µM (series often up to 46.1 µM), without a hit: top-dose activation, usual class: activators | hit rate 0.02% among 330,000 | AID 492947, 2010;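 further: potency means the concentration at half of the fitted maximal effect; 0% = DMSO controls and full agonism = EC100 isoproterenol or metaproterenol; nearly all actives have a fitted effect of over 65% in size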
# KCNH2 3.1 inh = qHTS for Inhibitors of KCHN2 3.1: Mutant qHTS; hit rate 0.95% among 340,000; activity change, % (tested at about 1.8 µM); U2OS KCNH2 3.1, thallium flux FluxOr; stronger effect = lower value;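 active means maximum activity change below -70%; inconclusive means maximum activity change from -70% to -50%; inactive means maximum activity change above -50%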;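 further: thallium influx rate constant from kinetic fluorescence after stimulation buffer; on the % scale 0 is the no-effect control and ±100 the full control effect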
#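 Thallium flux read-out: FluxOr dye with Red40 quencher in HBSS/HEPES, 45 min at RT. Rate constants from kinetic reads were normalized to positive and negative DMSO controls. Cells: U2OS virally expressing the 3.1 isoform.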
# Menin-MLL TR inh = qHTS Assay for Inhibitors Targeting the Menin-MLL Interaction in MLL Related Leukemias: Competition With Texas Red Labeled MLL-derived Mutant Peptide; O00255; Menin + Texas Red MLL mutant peptide, fluorescence polarization; hit rate 0.23% among 270,000; Potency, µM (highest dose often 61.6 µM), for inactives: at the top dose FP activity change, negative = inhibition, most hits filed as inhibitors; active means well fitted inhibition curve with a large enough effect in the polarisation, with a control signal flat, not every such curve was filed as active; inconclusive means small, poorly fitted or top-dose-only effect, or effect the other way, or a change in a side signal; inactive means no such curve, though single readings can be large or run the other way; the % refers to the polarisation; further: potency means the concentration at half of the fitted maximal effect; % of control where 0% means no effect; many of its hits are not listed in these tables
# PKM2 act = qHTS Assay for Activators of Human Muscle isoform 2 Pyruvate Kinase; Potency, µM (titrated, usually from 57.5 µM), for the others: at the top dose activation, actives largely listed as activators; Pyruvate kinase PKM (Homo sapiens), P14618; hit rate 0.34% among 260,000; purified PKM2, Kinase-Glo ATP luminescence, activation; response scale: 0% is enzyme alone, no compound; further: potency means the concentration at half of the fitted maximal effect; on the % scale 0 is the no-effect control and ±100 the full control effect; nearly all actives have a fitted effect of over 55% in size
#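 ATP formation by purified human PK-M2, quantified via coupled luciferase luminescence after 1 h at room temperature with 0.1 mM ADP and 0.5 mM PEP final.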
# An asterisk follows results filed as active; i = inactive; ? = inconclusive; / = no result given; & = joins results of further samples; [ ] = another dose, or the depositor's remark. Unless noted, the call rests on the fitted dose curve; in most records, active means well fitted curve in the direction sought with a large enough effect; inconclusive means small, poorly fitted or top-dose-only effect, or another doubt; inactive means no such curve, though single readings can be large; an effect the other way counts as inactive or inconclusive.
SMILES,USP2a inh,hERG WT inh,MLL CXXC-DNA inh,TRPV1 ag,Coupling enz,GALK inh,Giardia killer,B2AR arrestin,KCNH2 3.1 inh,Menin-MLL TR inh,PKM2 act
Cc1cc(=O)oc2cc(OCCSCCN3CCOCC3)ccc12,2%,-8,1%,3,0,2%,-5,0.0%,2,-18%,1%
COC(=O)[C@H]1C[C@@H]1[C@H](NC(=O)c1ccccc1)c1ccccc1,3%,/,1%,-1,0&1,/,-2,0.1%,/,-2%&3%,-12%&-2%
CCn1c(N)c(C(=O)N2CCOCC2)sc1=S,-1%,-7,-4%,-1,-1,0%,5,-0.1%,7,-4%,1%
COc1ccc(CNCCNC(=O)c2cccs2)cc1OC,0%,7,6%,2,5,15%,-14,0.0%,-10,-15%,1%
COCCn1nnnc1CN1C2CCCC1CC(NC(C)=O)C2 (stereo unspecified),3%,7,-11%,0,1,-3%,-2,-0.5%,4,13%,0%
Cc1cc(C(=O)COC(=O)C2=NNC(=O)CC2)c(C)n1CCc1ccccc1,3%,-14,7%,18,0,-1%,-1,-0.3%,-5,-13%,-2%
CCOc1ccc2nc(SCC(=O)NCc3ccc(S(N)(=O)=O)cc3)sc2c1,0%,-8,-2%,5,0,0%,-13,0.4%,8,12%,0%
C=CCOC(=O)C1=C[C@@H](c2ccc3c(c2)OCO3)C[C@@H](OCc2ccc(CO)cc2)O1,11%,/,2%,?,-1,-2%,-4,3.4%,/,-13%,2%
Cn1ncc2c(O/N=C(\N)c3ccc(C(C)(C)C)cc3)ncnc21,-1%,-7,1%,10,0,/,30[activator],-0.8%,-5,/,3%
CCCOC(=O)C1=C(C)NC(=O)NC1c1ccc(Br)s1 (stereo unspecified),1%,0,-4%,-5,-2,6%,-4,0.2%,5,-16%,-4%
C=CCNc1nc(Cl)nc(Nc2ccccc2)n1,2%,-2,10%,1,1,/,28,-0.2%,33,19%,1%
CN1CCN(C(=O)N2c3ccccc3C=Cc3ccccc32)CC1,1%,4,3%,6,0,2%,-8,-0.5%,-22,-2%,-4%
Nc1ccncc1N,1%,4,-2%,-3,/,/,-5,-0.3%,2,8%,/
Cc1occc1C(=O)NNC(=O)Nc1ccc(F)cc1F,5%,9,6%,-2,2,0%,8,-0.4%,12,6%,-20%
CN(Cc1ccccc1)C(=O)CN1C(=O)NC2(CCCC2)C1=O,1%,-1,/,-1,/,/,1,-0.3%,4,/,/
CN(C[C@H](Cc1ccccc1)N(C[C@H](Cc1ccccc1)N(CCC(C)(C)C)N=O)N=O)N=O,2%,-1,-9%,6,-6,-2%,-12,-0.4%,-48,3%,-1%
COc1ccc(N(CC(=O)NCc2ccc(F)cc2)S(=O)(=O)c2c(C)noc2C)cc1,0%,-1,1%,7,/,3%,-15,-0.1%,-7,/,/
O=S(=O)(O)c1nc2ccccc2n1Cc1ccccc1,3%,-7,-11%,-2,/,1%,-3,0.0%,-5,24%,0%
CN(Cc1ccccc1)c1ccc(S(=O)(=O)N2CCC(C(=O)O)CC2)cc1[N+](=O)[O-],2%,i,-8%,-2,15,-2%,27,-1.1%,7,10%,-2%
COCCOC(=O)c1c(C)n(C)c2ccc(OC(=O)c3c(OC)cccc3OC)cc12,-2%,-8,11%,2,-2,1%,34[activator],-0.2%,9,7%,/
Cc1ccc(-c2ccnc(=S)[nH]2)cc1,1%,2,-1%,-1,-1,-1%,3,0.2%,7,?,1%
O=C(CN1C(=O)NC2(CCCCCCC2)C1=O)Nc1ccc(Br)cc1,2%,3,/,1,/,/,-12,0.1%,-10,/,/
Cc1ccc(-n2nc3c(=O)n(CC(=O)NCCc4cccs4)nc(C)c3c2C)cc1,1%,8,-1%,-1,7,-6%,-13,-0.4%,-11,-4%,/
CCCCC(=O)Nc1ccc(C(=O)NNC(=O)c2ccc(C)c(Br)c2)cc1,5%,-7,2%,-2,3,0%,10,-0.2%,1,-5%,4%
CN(C)S(=O)(=O)c1cccc(C(=O)NCC2(N3CCOCC3)CCCCC2)c1,0%,-5,-1%,11,3,-2%,3,-0.1%,7,/,2%

# Remaining list, next part
SMILES,USP2a inh,hERG WT inh,MLL CXXC-DNA inh,TRPV1 ag,Coupling enz,GALK inh,Giardia killer,B2AR arrestin,KCNH2 3.1 inh,Menin-MLL TR inh,PKM2 act
Cc1cccc(OC(C)C(=O)N/N=C\c2ccncc2)c1 (stereo unspecified),1%,0,-4%,17,1,2%,3,0.0%,13,-3%,-3%
CC[C@]12c3[nH]c4cc(-c5ccco5)ccc4c3CCN1C(=O)[C@@H](CC(=O)NCCCOC)C[C@@H]2C(=O)N1CCN(C(=O)C2CC2)CC1,1%,36,/,/,/,/,-21,-0.2%,1,/,/
CCC(=O)N1CCc2cc(S(=O)(=O)NCCN3CCCCC3CC)ccc21 (stereo unspecified),/,-12,-4%,2,-5,0%,0,/,3,20%,15%
C=CCOc1cccc(C2/C(=C(/O)c3ccc(C)cc3)C(=O)C(=O)N2CCN2CCOCC2)c1 (stereo unspecified),-3%,-10,-11%,0,12,3%,8,0.5%,-5,-9%,3%
O=S(=O)(NNc1ncc(C(F)(F)F)cc1Cl)c1ccc(F)cc1F,3%,10,/,/,/,/,13,-0.2%,0,/,/
CC(=O)Nc1nc(-c2ccc3c(c2)CC(C)N3C(=O)C2CC2)c(C)s1 (stereo unspecified),-2%,18,5%,-2,0,5%,17,-0.1%,-2,-12%,/
Cc1ccc(C(=O)NCC(=O)Nc2ccc3c(c2)CCC3)cc1,1%,1,/,/,/,/,-7,2.5%,-14,/,/
C/C(Cc1ccccc1)=N\NC(=O)CNC(=O)c1cccc(F)c1,3%,8,0%,-1,-1,6%,-6,-0.7%,-13,14%,4%[0.46 µM]
CCOP(=O)(OCC)c1nc(-c2ccc(Cl)cc2Cl)oc1N1CCCCC1,2%,10,0%,?,5,1%,8,-0.1%,-12,?,0%
NC(=O)c1ccc(NC(=O)CCC(=O)N2CCN(S(=O)(=O)c3ccc(Cl)cc3)CC2)cc1,-1%,-8,-10%,11,6,-1%,8,0.3%,10,/,7%
CC[C@@]1(C(=O)OC)N[C@H](CN(C)C(=O)COC)[C@@H]2C(=O)N(C)C(=O)[C@@H]21,-1%,-1,/,/,/,/,-13,-0.8%,28,/,/
Nc1ccccc1Sc1nc2ccccc2[nH]1,0%,-1,15%,13,-1,10%,13,-0.1%,0,?,2%
Cc1csc(=O)n1CCC(=O)OCC(=O)Nc1ccc(F)c(F)c1F,0%,-8,/,-2,/,/,7,-0.5%,1,/,/
O=Cc1ccccc1-n1cccn1,0%,12,11%,1,-1,9%,-21,-0.2%,6,9%,4%
O=C(CCC(=O)c1cccs1)Nc1ccccc1F,3%,4,3%,5,1,0%,-7,-1.9%,-2,0%,-7%
Cc1ccc(C(=O)Nc2nc3ccc(S(C)(=O)=O)cc3s2)o1,0%,2,0%,11,-3,0%,-30,0.1%,15,15%,-28%
CCCCN1C(=O)C(C)=C(C)C1OCCc1ccc(OC)c(OC)c1 (stereo unspecified),4%,-6,1%,-2,1,6%,4,2.0%,-6,1%,4%
O=S(=O)(/N=C(/Nc1cccc2ccccc12)c1ccccc1)c1ccc(F)cc1,-3%,-8,-3%,4,/,0%,29,0.5%,4,/,/
COCCSc1nc(N)c(NC(=O)c2ccco2)c(=O)[nH]1,0%,-4,-1%,-5,-1,5%,-4,-0.1%,4,13%,1%
O=[N+]([O-])c1cccc(/C=N/n2cnnc2)c1O,-7%,-2,?,0,0,0%,-15,-0.5%,-3,3%,-14%
COc1ccc2c(c1)cc1c(=O)n(CC(=O)NC(C)CCc3ccccc3)nc(C)n12 (stereo unspecified),1%,-4,-2%,-1,1,5%,10,-0.4%,11,20%,/
CN(C)CCNc1nc(-c2ccco2)c2c(c1C#N)CC(C)(C)OC2,-2%,0,2%,1,-3,10%,5,0.3%,5,-12%,8%
CC(=O)Nc1ccc(NC(=O)C(C)OC(=O)CCCc2c[nH]c3ccccc23)cc1 (stereo unspecified),3%,5,/,0,/,/,5,0.0%,22,/,/

# Not all compounds are listed; rates above refer to the full screens.
